Source: PubChem
KB-V1 cytotox: qHTS assay for MDR1-selective chemotherapeutics: Primary screen using the drug-selected MDR subline cells KB-V1; KB-V1 MDR cells viability, CellTiter-Glo, 72 h; Potency, µM (top dose mostly 46.1 µM), inactives show top-dose activity change, negative = cytotoxicity, hits mostly cytotoxic; 3.4% of 400,000 active; AID 1347076, 2019; also: potency is read from the fitted curve at half-maximal effect; % is scaled to controls: 0 for no effect and ±100 for the full control effect; nearly all actives have a fitted effect of over 60% in size
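Potencies derive from concentration-effect curves fitted to normalized luminescence (CellTiter-Glo) of KB-V1 cells treated for 72 h at 37 degrees C in phenol-red-free DMEM containing 10% FBS.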
KB-3-1 tox: qHTS assay for MDR1-selective chemotherapeutics: Primary screen using the parental adenocarcinoma cell KB-3-1 | KB-3-1 viability, CellTiter-Glo ATP luminescence, 72 h | Potency, µM (series often up to 46.1 µM), inactives show top-dose activity change, negative = cytotoxic, hits mostly cytotoxic | 1.4% of 400,000 active | AID 1347075, 2019; also: potency is read from the fitted curve at half-maximal effect; % is scaled to controls: 0 for no effect and ±100 for the full control effect; nearly all actives have a fitted effect of over 60% in size
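72 h, 37 °C compound treatment of KB-3-1 parental cells; CellTiter-Glo added, 10 min, luminescence read. Data corrected against DMSO-only plates and normalized before curve fitting.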
IL-1B inflam inh: qHTS for Inhibitors of Inflammasome Signaling: IL-1-beta AlphaLISA Primary Screen. AID 743279, 2014. THP-1 LPS/ATP IL-1B secretion, AlphaLISA, 16 h; stronger effect = lower value. activity change, % at 57.5 µM. 4.7% of 360,000 active; in the data active = activity change below about -50%; inconclusive = mostly about -30% to -49%; also: % is scaled to controls: 0 for no effect and ±100 for the full control effect
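THP-1 cells pretreated 1 hr with compounds (up to 57.5 uM final), then stimulated with LPS (250 ng/mL final) plus ATP (1.25 mM final); secreted IL-1B measured by AlphaLISA after 16 hr, decreased signal indicating inhibition.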
HT1080NT lethal: qHTS for induction of synthetic lethality in tumor cells producing 2HG: qHTS for the HT-1080-NT fibrosarcoma cell line | Potency, µM (series often up to 46.1 µM), for inactives: at the top dose activity, negative = less viability, hits mostly cytotoxic | HT-1080-NT fibrosarcoma viability, CellTiter-Glo ATP luminescence, 48 h | 1.6% of 360,000 active | AID 686970, 2013;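 also: NT is the 2HG producing partner of a matched IDH1 knockdown line; potency is read from the fitted curve at half-maximal effect; 0% = DMSO-treated cells and -100% = media-only wells without cells; nearly all actives have a fitted effect of over 55% in size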
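Read-out is CellTiter-Glo luminescence after 10 minutes at room temperature, following 48 hours' compound treatment of HT-1080-NT cells (750 cells/well, RPMI, 5% FBS, 37 degrees C).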
GLP1R ag: qHTS of GLP-1 Receptor Agonists. Glucagon-like peptide 1 receptor (Homo sapiens), P43220. HEK293 GLP-1R CRE-luciferase, luminescence, 4-6 h; cells express a hypersensitive GLP-1R form. Potency, µM (highest dose often 45.6 µM), inactives show at the highest dose activation, usual class: activators. 0.007% of 380,000 active. AID 624172, 2012; also: potency is read from the fitted curve at half-maximal effect; % of control where 0% means no effect
Target sequence (P43220 whole entry, looked up): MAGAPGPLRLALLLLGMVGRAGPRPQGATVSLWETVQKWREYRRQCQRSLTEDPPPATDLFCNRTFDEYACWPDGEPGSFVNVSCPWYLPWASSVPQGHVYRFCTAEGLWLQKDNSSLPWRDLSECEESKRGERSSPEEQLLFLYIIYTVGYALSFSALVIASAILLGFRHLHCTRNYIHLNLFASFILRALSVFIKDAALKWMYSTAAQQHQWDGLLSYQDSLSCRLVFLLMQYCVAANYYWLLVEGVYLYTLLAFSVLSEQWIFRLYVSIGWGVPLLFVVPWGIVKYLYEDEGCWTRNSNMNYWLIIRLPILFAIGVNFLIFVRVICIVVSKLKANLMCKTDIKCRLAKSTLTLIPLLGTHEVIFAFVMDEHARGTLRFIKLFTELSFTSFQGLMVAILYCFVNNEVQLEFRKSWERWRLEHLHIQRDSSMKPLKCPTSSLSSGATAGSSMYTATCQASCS
SW480 rereplic: A quantitative high throughput screen for small molecules that induce DNA re-replication in SW480 colon adenocarcinoma cells | 1.8% of 340,000 active | SW480 DNA re-replication, Hoechst DNA content imaging, 48 h | AID 624297, 2012 | Potency, µM (top dose mostly 46.1 µM), for the others: at the top dose re-replication activation, most hits filed as activators; also: potency is read from the fitted curve at half-maximal effect; % of control where 0% means no effect; nearly all actives have a fitted effect of over 55% in size
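DNA re-replication was detected as more nuclei of elevated Hoechst intensity after 48 hr exposure to compound (23 nL pinned per well of 250 cells).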
HT1080 IDH1KD tx: qHTS for induction of synthetic lethality in tumor cells producing 2HG: qHTS for the HT-1080-IDH1KD cell line; AID 686971, 2013; HT-1080 IDH1 knockdown viability, ATP luminescence, 48 h; Potency, µM (doses to about 46.1 µM), without a hit: at the highest dose activity, negative = toxicity, hits mostly cytotoxic; 2% of 360,000 active;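 also: potency is read from the fitted curve at half-maximal effect; 0% = DMSO wells and -100% = cell-free medium wells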
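Cytotoxicity counter-line: IDH1KD HT-1080, 48 h, CellTiter-Glo. Curves classed by r2, magnitude and activity.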
D3 ag: qHTS of D3 Dopamine Receptor Agonist: qHTS; D(3) dopamine receptor (Homo sapiens), P35462; AID 652048, 2013; max activation, %; 0.58% of 410,000 active; D3R DiscoveRx beta-arrestin cells, luminescence, 90 min; in the data active = max activation above about 30%; also: 0% is about no effect; mostly tested at two doses, the higher about 12 µM
Target sequence (P35462 whole entry, looked up): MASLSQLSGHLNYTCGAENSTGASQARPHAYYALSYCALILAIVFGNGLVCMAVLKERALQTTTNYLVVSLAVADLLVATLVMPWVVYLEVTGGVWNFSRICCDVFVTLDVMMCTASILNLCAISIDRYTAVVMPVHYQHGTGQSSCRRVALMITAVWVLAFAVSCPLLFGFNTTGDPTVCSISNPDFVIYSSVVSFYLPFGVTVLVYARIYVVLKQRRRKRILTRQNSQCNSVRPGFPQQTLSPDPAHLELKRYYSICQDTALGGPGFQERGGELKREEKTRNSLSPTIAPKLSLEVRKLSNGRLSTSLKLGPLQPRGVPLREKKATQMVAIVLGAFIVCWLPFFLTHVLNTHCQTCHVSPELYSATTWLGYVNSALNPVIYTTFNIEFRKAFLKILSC
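Agonist-mode cell screen: cells plated at 1500/well and incubated overnight at 37 °C, then exposed to library compounds for 90 min at 37 °C. Detection reagent was added for 30–60 min at room temperature, and luminescence was read.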
D3 antag: qHTS of D3 Dopamine Receptor Antagonist: qHTS | 2.5% of 360,000 active | AID 652054, 2013 | D3R cells, DiscoveRx beta-arrestin luminescence, antagonist mode; stronger effect = lower value | max response, negative = inhibition, %; in the data active = max response below about -50%; inconclusive = no clear call, values can overlap the other calls; also: % is scaled to controls: 0 for no effect and ±100 for the full control effect; mostly tested at two doses, the higher about 12 µM
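Cells plated overnight at 1500 cells/well, then exposed to library compounds with dopamine controls for 90 minutes at 37 degrees C. DiscoveRx reagent added for 30–60 minutes at room temperature; luminescence read, quantitative HTS format.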
Active calls of the source: *; ? = inconclusive; · = no result given; & = joins results of further samples; [ ] = another dose, or the depositor's remark. Unless noted, calls follow the shape of the dose curve; as a rule, active = well fitted curve in the direction sought with a large enough effect; inconclusive = small, poorly fitted or top-dose-only effect, or another doubt; inactive = no such curve, though single readings can be large; an effect the other way counts as inactive or inconclusive.

SMILES	KB-V1 cytotox	KB-3-1 tox	IL-1B inflam inh	HT1080NT lethal	GLP1R ag	SW480 rereplic	HT1080 IDH1KD tx	D3 ag	D3 antag
Cc1cccc(NC(=O)CCn2nc(C)cc2C)c1	-25%	16%	1	11%	-4%	-4%	4%[9.24 µM]	2	11
CCOC(=O)C1(C#N)C(=O)CSC1=Nc1ccccc1Cl (stereo not drawn)	?	19%	-7	-2%	1%	·	6%	-5	-5
COc1ccc(NC(=O)CN(C)C(=O)CNC(=O)c2ccc(C)s2)cc1	-3%	19%	14	2%	-3%	2%	1%	5	5
CCOC(=O)C1CCN(S(=O)(=O)c2ccc3oc(=O)ccc3c2)CC1	-15%	-2%	?	-4%	9%	3%	1%	-2	-27
Cc1cc(=O)oc2cc(NC(=O)c3cccc(F)c3)ccc12	6%	4%	-23	18%	2%	-2%	2%	2	12
CCCCC(=O)NC(c1ccc(N(C)C)cc1)c1ccc2cccnc2c1O (stereo not drawn)	?	?	116	?	3%	?	?	17	-12
COc1cc(NS(=O)(=O)c2cccc3nsnc23)c(C(=O)O)cc1OC	15%	20%	4	16%	1%	0%	11%	-4	-83*
CCCCNS(=O)(=O)c1ccc(S(=O)(=O)N2CCC3(CC2)OCCO3)cc1	16µM*	-6%	-2	2%	0%	-10%	3%	3	-17
CCCCCCn1c(=O)c(F)cn(Cc2ccc(OC)c([N+](=O)[O-])c2)c1=O	-1%	3%	-20	-25%	23%	1%[9.22 µM]	-19%	2	23
O=C(NNC(=O)c1cccc(-n2cnnn2)c1)c1ccccc1	4%	11%	-27	-1%	1%	-1%	-5%	-21	-20
O=C(Cc1nc2ccccc2[nH]c1=O)c1ccc(Cl)cc1	-12%	-1%	17	7%	7%	?	7%	6	12
O=C(CN1C(=O)C2(OCCO2)c2ccccc21)c1ccc(F)cc1	-14%	-10%	-5	7%	-4%	7%	-8%	-25	-3
O=C(COc1ccccc1Cl)Nc1nc(-c2cccs2)cs1	0%	-11%	-21	?	4%	1%	-23%	-14	-23
Cc1ccc(S(=O)(=O)N2CC(O)C[C@H]2C(=O)OCC(=O)N2CCN(c3ccc(F)cc3)CC2)cc1C (stereo partly drawn)	-10%	?	14	-12%	1%	-25%	-1%	2	6
O=C(/C=C/Sc1ccccc1)c1ccc(Cl)cc1	23%	-3%	-99*	?	-15%	17%	7.9µM*	-14	-10
CC(C)(C)C1CCC(=NNC(=O)C2COc3ccccc3O2)CC1 (stereo not drawn)	24%	14%	3	?	0%	19%	?	-6	-14
O=C(Nc1ccc(Br)c(Cl)c1)c1ccco1	-15%	-10%	12	-19%	10%	0%[9.22 µM]	-15%	0	16
COc1cccc(CN(C)C(=O)c2cccc(S(=O)(=O)NCc3ccccc3)c2)c1OC	?	5%	-6	-1%	4%	5%	-9%	-3	16
C[C@@H]1CN([C@H](C)CO)C(=O)CCCn2cc(nn2)CO[C@H]1CN(C)S(=O)(=O)c1ccccc1C#N	-28%	17%	-11	3%	1%	·	-4%	-3	-5
O=C(O)CCCCCNC(=O)CSc1nnc(-c2ccco2)n1-c1ccccc1	-10%	-1%	-9	6%	1%	-19%	6%	9	20
COc1ccc(/C=C2/SC(=O)N(CCNC(=O)C3COc4ccccc4O3)C2=O)cc1 (stereo not drawn)	?	15%	8	-1%	1%	-4%	4%	9	17
Cc1ccc(C)c(CN2CCC(n3nccc3NC(=O)C3CCCC3)CC2)c1	-5%	10%	7	4%	-1%	-1%	9%	-21	-8
O=S(=O)(c1ccc(F)c(F)c1)N1CCN(c2ccccn2)CC1	-4%	-4%	-5	12%	-1%	-4%	-4%	-3	-8
CC(C)c1ccccc1NC(=O)C1CCCN(C(=O)c2ccc(Cl)cc2)C1 (stereo not drawn)	?	?	11	3%	-2%	?	2%	1	16
COC(=O)C1C(=O)C2=C(CC1C)NC(C)=C(C(=O)OC(C)C)C2c1ccc(C)o1 (stereo not drawn)	?	9%	6	0%	-13%	4%	0%	4	-7
Cc1ccc(CNC(=O)CCSCc2ccccc2F)cc1	0%&0%	1%&-1%	1	14%	24%	-3%	18%	-17&9	6
O=C(O)/C=C/C(=O)Nc1ccc2c(c1)C(=O)c1ccccc1C2=O	0%	7%	1	-3%	-4%	-14%	2%	-8	-11
O=C(Cn1nc(-c2ccc(Cl)cc2)c2ccccc2c1=O)NN1CCOCC1	0%	-1%	-17	1%	13%	-13%	3%	8	2
C=CCn1c(SCC(=O)N2CCOCC2)nc2c([nH]c3ccccc32)c1=O	?	1%	7	-12%	11%	-1%	-11%	-3	-7
COc1ccc(/C=C/C(=O)C(C(N)=O)=C2SCCS2)cc1	?	?	?	-11%	-22%	9%	-25%	-4	20

Part of the list above in order of length of the SMILES, rising.
SMILES	KB-V1 cytotox	KB-3-1 tox	IL-1B inflam inh	HT1080NT lethal	GLP1R ag	SW480 rereplic	HT1080 IDH1KD tx	D3 ag	D3 antag
O=C(COc1ccccc1Cl)Nc1nc(-c2cccs2)cs1	0%	-11%	-21	?	4%	1%	-23%	-14	-23
COc1ccc(/C=C/C(=O)C(C(N)=O)=C2SCCS2)cc1	?	?	?	-11%	-22%	9%	-25%	-4	20
O=C(CN1C(=O)C2(OCCO2)c2ccccc21)c1ccc(F)cc1	-14%	-10%	-5	7%	-4%	7%	-8%	-25	-3
COc1cc(NS(=O)(=O)c2cccc3nsnc23)c(C(=O)O)cc1OC	15%	20%	4	16%	1%	0%	11%	-4	-83*
CCCCCCn1c(=O)c(F)cn(Cc2ccc(OC)c([N+](=O)[O-])c2)c1=O	-1%	3%	-20	-25%	23%	1%[9.22 µM]	-19%	2	23
Cc1ccc(S(=O)(=O)N2CC(O)C[C@H]2C(=O)OCC(=O)N2CCN(c3ccc(F)cc3)CC2)cc1C (stereo partly drawn)	-10%	?	14	-12%	1%	-25%	-1%	2	6
C[C@@H]1CN([C@H](C)CO)C(=O)CCCn2cc(nn2)CO[C@H]1CN(C)S(=O)(=O)c1ccccc1C#N	-28%	17%	-11	3%	1%	·	-4%	-3	-5

(continued)
SMILES	KB-V1 cytotox	KB-3-1 tox	IL-1B inflam inh	HT1080NT lethal	GLP1R ag	SW480 rereplic	HT1080 IDH1KD tx	D3 ag	D3 antag
COc1ccc(CC(=O)Nc2nncs2)cc1OC	-16%	-7%	-5	-1%	?	8.2µM*	10%	-4	-5
O=C(c1ccc(Cl)s1)N1CCN(C23CC4CC(CC(C4)C2)C3)CC1	·	·	1	0%	-7%	21%	-5%	3	17
COc1ccc(N(CC(=O)O)S(=O)(=O)c2cccnc2)cc1	6%	12%	9	3%	6%	-2%	5%	-3	13
O=C(Nc1ccc(F)c(Cl)c1)C1CC2CCC1C2 (stereo not drawn)	5%	0%	-19	-17%	11%	-8%	-3%	-4	-9
CCc1nc2c(OCCC3CCCCC3)cccn2c1N(C=O)Cc1ccccc1	-22%	-2%	-26	?	3%	·	?	-7	-5
O=C(NCc1cccnc1)c1ccc(-c2ccc(F)c(F)c2)c2ccoc12	-3%	-1%	-2	?	5%	·	?	-4	0
CC(NC(=O)Nc1cccc([N+](=O)[O-])c1)(C(F)(F)F)C(F)(F)F	?	18µM*	0	?	-24%	3%	16µM*	3	8
COc1ccc(NC(=O)CSc2nccn2C)cc1S(N)(=O)=O	0%	13%	14	-1%	0%	-5%	17%	2	1
CCn1nccc1NC(=O)c1csc([C@@H]2O[C@H](CO)[C@H](O)[C@H](O)[C@H]2O)n1	9%	0%	17	?	-4%	·	?	37*	?
Clc1ccc(Cn2nnc3ccccc32)cc1	17%	7%	7	-1%	3%	-3%	-3%	-2	-15
CC(C)(C)c1ccc(OC(=O)c2ccc3nsnc3c2)cc1	8%	13%	2	-3%	-4%	-3%	3%	-5	18
CCN(CC)S(=O)(=O)c1cccc(NC(=O)c2cc3ccccc3o2)c1	-16%	1%	-22	1%	-1%	2%	-17%	-3	-15
N#C/C(C(N)=O)=C1/CCc2ccccc2N1	?	-22%	?	-5%	-1%	-1%	-1%	3	-10
COc1ccc2c(c1OC)C(=O)N(c1ccc(C)c(C)c1)C2=O	5%	28%	-22	22%	1%	-5%	3%	2	10
FC(F)(F)c1cccc(Sc2nc(-c3ccccc3)nnc2C(F)(F)F)c1	?	21µM*	-118*	?	-17%	?	?	-8	-61*
COc1ccc(OCc2nc3ccccc3n2Cc2ccc(C(C)(C)C)cc2)cc1	-4%	-4%	·	·	-12%	·	·	-15	·

An unsorted share of the library, and some 12% of all compounds hit somewhere here.
